High-throughput results from PubChem.
Pf apPOL inh – Pf-apPOL inhibitors, biochemical, fluorescence; hit rate 0.25% among 210,000; inhibition, % at 10 µM; AID 1794808, 2022; Recombinant Pf-apPOL, molecular beacon fluorescence, 1.5 h
mHTT-CaM PPI inh – mutant huntingtin-calmodulin interaction inhibitors – biochemical, AlphaScreen, primary screen; P42858; AlphaScreen His-mHTT/GST-CaM binding, luminescence; inhibition, % at 15 µM; hit rate 3.6% among 190,000; AID 1671202, 2021;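 further: 0% = both proteins with DMSO and 100% = one protein alone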
Target sequence (P42858 whole entry, looked up, stated change not applied): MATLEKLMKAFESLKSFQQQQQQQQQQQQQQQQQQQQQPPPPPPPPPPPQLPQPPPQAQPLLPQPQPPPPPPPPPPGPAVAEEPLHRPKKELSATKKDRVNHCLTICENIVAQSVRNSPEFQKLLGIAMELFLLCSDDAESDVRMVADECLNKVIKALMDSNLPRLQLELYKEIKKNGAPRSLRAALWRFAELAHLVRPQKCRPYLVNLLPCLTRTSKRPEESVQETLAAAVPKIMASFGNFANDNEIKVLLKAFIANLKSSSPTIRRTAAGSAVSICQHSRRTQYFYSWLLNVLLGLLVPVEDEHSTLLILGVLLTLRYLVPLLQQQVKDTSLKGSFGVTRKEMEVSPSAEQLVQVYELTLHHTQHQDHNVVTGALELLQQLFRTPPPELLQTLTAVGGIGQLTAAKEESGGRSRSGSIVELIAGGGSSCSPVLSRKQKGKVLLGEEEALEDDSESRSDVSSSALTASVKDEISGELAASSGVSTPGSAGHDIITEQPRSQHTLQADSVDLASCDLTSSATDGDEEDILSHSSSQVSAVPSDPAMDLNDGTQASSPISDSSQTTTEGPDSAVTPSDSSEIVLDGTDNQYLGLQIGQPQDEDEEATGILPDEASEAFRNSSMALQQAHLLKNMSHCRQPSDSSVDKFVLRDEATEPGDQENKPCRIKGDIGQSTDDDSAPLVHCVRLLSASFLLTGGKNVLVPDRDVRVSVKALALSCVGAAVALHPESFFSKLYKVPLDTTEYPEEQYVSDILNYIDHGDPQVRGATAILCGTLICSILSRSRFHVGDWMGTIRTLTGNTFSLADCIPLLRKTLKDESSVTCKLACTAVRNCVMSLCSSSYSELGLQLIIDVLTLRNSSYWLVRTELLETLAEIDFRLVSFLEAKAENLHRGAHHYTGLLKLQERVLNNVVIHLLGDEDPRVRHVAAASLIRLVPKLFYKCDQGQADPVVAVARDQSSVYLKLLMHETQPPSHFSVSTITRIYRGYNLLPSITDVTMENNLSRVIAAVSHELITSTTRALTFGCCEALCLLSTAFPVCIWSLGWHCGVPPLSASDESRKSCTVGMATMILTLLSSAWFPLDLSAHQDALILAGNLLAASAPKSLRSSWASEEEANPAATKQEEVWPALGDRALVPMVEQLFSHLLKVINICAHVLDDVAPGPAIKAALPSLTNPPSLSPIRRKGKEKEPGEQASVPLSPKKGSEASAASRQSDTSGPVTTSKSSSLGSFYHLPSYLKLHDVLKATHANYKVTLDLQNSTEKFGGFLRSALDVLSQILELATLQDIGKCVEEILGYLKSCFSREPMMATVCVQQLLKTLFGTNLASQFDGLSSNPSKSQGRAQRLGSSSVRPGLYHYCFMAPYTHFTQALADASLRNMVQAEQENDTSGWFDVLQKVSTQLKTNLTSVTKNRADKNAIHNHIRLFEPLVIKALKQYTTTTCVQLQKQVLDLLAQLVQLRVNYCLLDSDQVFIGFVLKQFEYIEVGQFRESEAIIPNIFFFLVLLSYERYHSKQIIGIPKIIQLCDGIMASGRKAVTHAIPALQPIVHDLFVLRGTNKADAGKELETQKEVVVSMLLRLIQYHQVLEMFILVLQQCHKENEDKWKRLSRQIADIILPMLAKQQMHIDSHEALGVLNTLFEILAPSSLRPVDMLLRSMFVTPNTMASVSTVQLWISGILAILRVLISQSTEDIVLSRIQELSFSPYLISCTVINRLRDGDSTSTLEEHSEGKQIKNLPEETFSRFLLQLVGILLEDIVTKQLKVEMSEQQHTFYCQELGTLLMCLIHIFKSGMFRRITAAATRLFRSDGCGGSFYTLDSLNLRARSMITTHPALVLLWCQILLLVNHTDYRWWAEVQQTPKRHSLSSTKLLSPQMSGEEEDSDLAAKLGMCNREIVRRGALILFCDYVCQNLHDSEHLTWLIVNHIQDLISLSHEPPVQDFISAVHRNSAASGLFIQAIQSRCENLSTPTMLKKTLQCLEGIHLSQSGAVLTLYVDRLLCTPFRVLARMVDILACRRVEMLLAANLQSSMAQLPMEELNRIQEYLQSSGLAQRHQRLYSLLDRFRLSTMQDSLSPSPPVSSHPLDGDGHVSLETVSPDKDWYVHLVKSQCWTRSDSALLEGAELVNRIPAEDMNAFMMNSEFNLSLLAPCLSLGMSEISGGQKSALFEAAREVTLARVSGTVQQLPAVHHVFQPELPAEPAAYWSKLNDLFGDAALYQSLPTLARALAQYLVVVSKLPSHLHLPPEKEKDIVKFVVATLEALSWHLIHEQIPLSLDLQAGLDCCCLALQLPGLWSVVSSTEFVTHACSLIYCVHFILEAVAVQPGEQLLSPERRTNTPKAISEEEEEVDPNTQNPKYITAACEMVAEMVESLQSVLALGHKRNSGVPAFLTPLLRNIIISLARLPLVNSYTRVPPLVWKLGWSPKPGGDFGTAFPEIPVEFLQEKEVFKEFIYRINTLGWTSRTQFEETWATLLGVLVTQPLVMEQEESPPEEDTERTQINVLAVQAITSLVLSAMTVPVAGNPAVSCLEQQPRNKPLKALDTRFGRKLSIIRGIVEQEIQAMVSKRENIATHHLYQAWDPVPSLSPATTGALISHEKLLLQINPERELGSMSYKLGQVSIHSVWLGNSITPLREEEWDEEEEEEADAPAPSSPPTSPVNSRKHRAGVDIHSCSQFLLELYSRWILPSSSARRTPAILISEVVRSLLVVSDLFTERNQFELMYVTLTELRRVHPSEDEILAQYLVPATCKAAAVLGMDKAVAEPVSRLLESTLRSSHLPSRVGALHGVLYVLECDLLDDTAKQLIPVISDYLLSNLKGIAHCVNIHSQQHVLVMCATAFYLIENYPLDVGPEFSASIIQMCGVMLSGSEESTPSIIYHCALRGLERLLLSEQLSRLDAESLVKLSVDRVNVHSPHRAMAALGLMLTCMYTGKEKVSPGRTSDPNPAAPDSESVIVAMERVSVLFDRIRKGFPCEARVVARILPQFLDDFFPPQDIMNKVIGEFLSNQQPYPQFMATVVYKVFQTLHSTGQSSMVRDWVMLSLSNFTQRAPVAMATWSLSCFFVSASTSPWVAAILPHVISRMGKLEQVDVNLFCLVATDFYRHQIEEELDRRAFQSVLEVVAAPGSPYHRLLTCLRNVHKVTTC
Active calls of the source: *; i = inactive; · = no result given; + = active, no number; & = joins results of further samples. No stated cut-off is given here; in the data, active means inhibition above about 50%; inactive means the rest. The order is random. About 3.5% of those tested had a hit in this group.

compound	Pf apPOL inh	mHTT-CaM PPI inh
Cc1ccc(CN2CCc3c(cc(C(=O)NCCN4CCN(C)CC4)n3C)C2)cc1	-4	40
CCOCCCNC(=O)N1CCCCCC1c1ccc(C)s1 (stereo not drawn)	4	1
Oc1ccc(Br)cc1CN1CCC(N2CCCCCC2)CC1	-4	2
Cc1ccc(-c2nnc(CSc3nnc(-c4cccs4)o3)o2)o1	·	-7
CCc1ccc(OCC(=O)Nc2ccc(OC)cc2[N+](=O)[O-])cc1	-7	3
O=[N+]([O-])c1cccc(CN2CCCCC2CCO)c1 (stereo not drawn)	-2	4
CCCCSc1nnc2c(n1)OC(/C=C/c1ccco1)Nc1ccccc1-2 (stereo not drawn)	16	32
C=CCc1cccc(C2Nc3ccccc3C(=O)N2O)c1O (stereo not drawn)	57*	28
CCc1nc(-c2ccc(-c3noc(COc4ccc(F)cc4)n3)cc2)cs1	-1	-10
O=C(CSc1ccc(-c2ccc(F)cc2)nn1)NCc1ccco1	-8	7
Cc1nc(NC(=O)c2ccc3c(c2)OCO3)sc1C	-3	9
Cc1ccc(SCCNC(=O)c2cccnc2Oc2ccccc2)cc1	-6	·
O=C(NCCOc1ccccc1)c1sc2cc(F)ccc2c1Cl	-1	-2
CC(Cl)C(=O)Nc1ccc(-c2csc(N3CCCC3)n2)cc1 (stereo not drawn)	-4	17
O=C(CCC1CCCN(C(=O)Nc2ccccc2)C1)NCc1ccc2c(c1)OCO2 (stereo not drawn)	-6	1
OC12CC3CC(C1)C(Nc1ccccc1)C(C3)C2 (stereo not drawn)	0	-1
CCOc1ccc(C(=O)N2CCC3(CC2)NC(=O)N(Cc2cccc(Cl)c2)C3=O)cc1	-1	18
O=c1cc(-c2cccs2)sc2nc(-c3ccco3)nn12	·	-3
Cc1cc(C)n(S(=O)(=O)c2cccc([N+](=O)[O-])c2)n1	-6	0
CC(=O)c1c(-c2ccccc2)c2cc(Br)ccc2[nH]c1=O	1	58*
COCCCn1c(=N)c(C(=O)NC(C)c2ccccc2)cc2c(=O)n3ccccc3nc21 (stereo not drawn)	-5	3
O=C(Nc1ccccc1Cl)N1CCCC1c1ccc(F)cc1 (stereo not drawn)	-8	-11
CCOC(=O)C1=C(C)NC(C)=C(C(=O)OCC)C1c1ccco1	8&5	·
CCc1ccc(C=C2Oc3c(ccc(O)c3CN3CCOCC3)C2=O)cc1	-26	12
Cc1c(C(=O)NNC(=O)c2ccc(Cl)cc2)ncn1Cc1ccc(Cl)cc1	-10	·
COc1cc(OC)cc(C(=O)N2CCCC3(C2)NC(=O)N(Cc2ccc(C)cc2)C3=O)c1 (stereo not drawn)	-6	0
FC(F)(F)c1ccccc1/C=N/N1CCN(C2c3ccccc3-c3ccccc32)CC1	·	i
Cc1ccc(Nc2nc(-c3ccc(O)c(O)c3)cs2)nc1	-4	79*
O=C(CN1C(=O)c2ccccc2S1(=O)=O)NCc1ccccc1	-3	·
Cc1ccc(S(=O)(=O)NCC2CCN(S(=O)(=O)c3ccc(C)cc3)CC2)cc1	2	3
O=C(Nc1ncc(S(=O)(=O)c2ccc([N+](=O)[O-])cc2)s1)c1ccco1	2&-1	0&4
N#CC1=C(N)OC2=C(C(=O)CCC2)C1C1CC=CCC1 (stereo not drawn)	4	-2
COc1ccc2c(=O)oc3c(OC)cc(CCN(C)C)c4c(=O)oc1c2c34	-3	·
Cc1ccc2c(c1)N(C(=O)NC1CCCC1)CC(C)O2 (stereo not drawn)	-5	-2
CC1(C)OC(=O)N(CCCCCCN2C(=O)OC(C)(C)C2(C)O)C1(C)O (stereo not drawn)	-1	-2
N=c1oc2ccc(Cl)cc2cc1-c1nc(-c2cc3ccccc3oc2=O)cs1	0	7
CCCN1CCN(C(=O)c2nc(-c3ccc(C)cc3)n3c2CCCCC3)CC1	2	14
CCc1ccccc1NC(=O)N1CCCC1c1cc(C)on1 (stereo not drawn)	-5	-8
COc1cc(/C=C2/C(=O)N(c3ccc(Cl)c(Cl)c3)N=C2C)cc(OC)c1O	2	67*
Cc1cc(S(=O)(=O)N2CCN(S(=O)(=O)c3ccc(Cl)c(C)c3)C(C)C2)ccc1Cl (stereo not drawn)	-3	-3
O=S(=O)(Cc1cccc(Cl)c1)NCC(c1ccc(F)cc1)N1CCOCC1 (stereo not drawn)	-7	0
O=c1c(OS(=O)(=O)c2ccccc2)c(-c2ccccc2)oc2ccccc12	-8	·
CC(Cc1ccccc1)NC(=O)C1CCCNC1=O (stereo not drawn)	-4	0
Cc1ccc(N2S(=O)(=O)c3ccccc3S2(=O)=O)c(C)c1	2	3
COc1ccc(-c2nnc(NC(=O)c3ccc(S(=O)(=O)N(C)C)cc3)o2)c(OC)c1	-3	8
Oc1ccc(O)c([S+]2CCCC2)c1	0	5
COC(=O)C(N)c1cc(Br)ccc1OC (stereo not drawn)	0	0
COc1ccc(NC(=O)N2CCCC2c2nc(-c3ccccc3OC)no2)cc1F (stereo not drawn)	-3	1
Cc1ccc(C2=N/C(=C\c3ccccc3)C(=O)O2)cc1C	18	-4
O=C(COc1ccccc1Cl)Nc1ccccc1F	6	-2

Quoted at random: two records from the list, in no set order.
compound	Pf apPOL inh	mHTT-CaM PPI inh
Cc1ccc(N2S(=O)(=O)c3ccccc3S2(=O)=O)c(C)c1	2	3
Cc1cc(S(=O)(=O)N2CCN(S(=O)(=O)c3ccc(Cl)c(C)c3)C(C)C2)ccc1Cl (stereo not drawn)	-3	-3

Following part:
compound	Pf apPOL inh	mHTT-CaM PPI inh
COc1cc(NCc2ccc3c(c2)Cc2ccccc2-3)cc(OC)c1OC	6	59*
O=C(NC1CCCC1)c1ccc(Br)o1	1	-2
N=c1c2c3c(sc2nc2n1CCCCC2)CCCCC3	1	-1
Cc1c(Cl)c([N+](=O)[O-])nn1CCCC(=O)Nc1ccc(Br)cc1	6	11
O=C(Cc1cccc2ccccc12)NCCCN1CCOC(c2ccccc2)C1 (stereo not drawn)	-9	4
N#C/C(=C\c1ccccc1OCC(=O)O)c1nc2ccccc2[nH]1	-4	0
Clc1cc2c(cc1/C=N/Nc1nc3ccccc3[nH]1)OCO2	·	+
Cc1ccc(N2CCN(C(=O)c3ccccc3Cl)C(C)C2=O)cc1Cl (stereo not drawn)	-1	-4
Cc1ccc(Br)cc1S(=O)(=O)n1cnc2ccccc21	-9	-7
CC1(C)CC(=O)C2=C(C1)N=C1c3ccccc3C(=O)C1C2c1ccc(F)cc1 (stereo not drawn)	-2	62*
O=C(CCC1CCCN(C(=O)Nc2cccc(F)c2)C1)NCc1ccc(F)cc1F (stereo not drawn)	-6	-17
Cc1ccc(C2C(=C(O)c3ccccc3)C(=O)C(=O)N2CCN(C)C)cc1 (stereo not drawn)	-8	4
CC(=O)Nc1ccc(-c2noc(C3CCN(C(=O)COc4cccc(C)c4)CC3)n2)cc1	5	44
Cc1cccc(N2CCN(C(=O)c3cccs3)C(C)C2=O)c1C (stereo not drawn)	-5	5
Cc1ccc(Cn2cnc3c2c(=O)n(C2CC2)c(=O)n3-c2cccc(F)c2)cc1	-9	4
CC(C)c1ncc2c(n1)-c1cc(Cl)ccc1SC2	-6	·
COc1ccc(/C=C/c2c([N+](=O)[O-])c(=O)n(C)c(=O)n2C)c(OC)c1	-8	-3
CCc1ccccc1NC(=O)c1ccccc1Br	-3	-5
O=c1c2c3n(c4ccccc4c(=O)n3c3ccccc13)CC2	-2	21
COc1ccc(C2CCCN2C(=O)c2cc(C(F)(F)F)nn2C)cc1 (stereo not drawn)	-2	-5
CCC(=O)Oc1ccc(N2C(=O)C3C4C=CC(C4)C3C2=O)cc1 (stereo not drawn)	47	12
CC(NC(=O)CCOc1ccccc1)c1ccccc1 (stereo not drawn)	-7	-2
Cc1ccc(C(=O)N2CCCC2COc2ccc(C(=O)NC3CC3)cc2)cc1F (stereo not drawn)	-1	-8
O=C(CCCn1c(=O)[nH]c2ccsc2c1=O)NCc1ccccc1Cl	1	2
COc1ccc(C2Nc3ccccc3NC3=C2C(=O)CC(C)(C)C3)cc1Cn1cc([N+](=O)[O-])cn1 (stereo not drawn)	-6&-2	6&26

Structural class: the compounds so far with a cyano group (two)
compound	Pf apPOL inh	mHTT-CaM PPI inh
N#CC1=C(N)OC2=C(C(=O)CCC2)C1C1CC=CCC1 (stereo not drawn)	4	-2
N#C/C(=C\c1ccccc1OCC(=O)O)c1nc2ccccc2[nH]1	-4	0

Later entries.
compound	Pf apPOL inh	mHTT-CaM PPI inh
N#C/C(=C\c1cc2c(cc1Br)OCO2)C(=O)Nc1ccc(Cl)c([N+](=O)[O-])c1	1	3
CCOc1ccccc1NC(=O)CCC(=O)Nc1ccc2nc(N3CCOCC3)cc(C)c2c1	5	-2
O=C(CCc1c[nH]c2ccccc12)N1CCc2c(nc3cc(-c4ccccc4)[nH]n3c2=O)C1	10	8
CN(Cc1ccccc1)C(=O)C1CCCN(c2cnc3nccnc3c2)C1 (stereo not drawn)	-5	-4
CCC1(O)CC2CN(CCc3c([nH]c4ccccc34)[C@@](C(=O)OC)(c3cc4c(cc3OC)N(C=O)C3[C@]45CCN4CC=C[C@@](CC)([C@@H](OC(C)=O)[C@]3(O)C(=O)OC)[C@H]45)C2)C1 (stereo partly drawn)	-3	·
CC(O)C12CC3CC(CC(C3)C1)C2 (stereo not drawn)	0	-4
Cc1ccc(-c2ccc(CN3C(C)C(=O)N(Cc4cn(Cc5ccco5)nn4)CCS3(=O)=O)cc2)cc1 (stereo not drawn)	-7	19
Cc1cc(O)c(CN2CCCCC2)c2c1C(=O)C(=Cc1cc3ccccc3o1)O2	-5	-4
Cc1ccsc1C(=O)N1CCCN(Cc2noc(-c3ccccc3)n2)CC1	-4	10
O=S(=O)(NC1CCCCC1Oc1ccccc1)c1ccccc1 (stereo not drawn)	2	-8
COc1ccc(CC(=O)NCCSc2c[nH]c3ccccc23)cc1OC	-4	3
O=C(CC1CCN(C(=O)C2CCCCC2)CC1)NCc1ccccc1Cl	-3	5
CS(=O)(=O)N1CCC(C(=O)NCCn2nc(-c3cccs3)ccc2=O)CC1	-6	-9
COc1ccc(S(=O)(=O)N2CC3CC2CC3NC(=O)c2ccccc2)cc1Cl (stereo not drawn)	-7	6
CC(NC(=O)c1ccc(-c2ccnc(N3CCCC3)n2)cc1)c1cccnc1 (stereo not drawn)	3	19
Cc1ccc(C)c(NS(=O)(=O)c2cc3n(c2)CCCNC3=O)c1	7	6
O=C(COc1ccccc1)NCC1Cc2cccc(F)c2O1 (stereo not drawn)	-2	-10
Cc1cccc(NC(=O)C2C(C(=O)O)C3C=CC2C32CC2)c1C (stereo not drawn)	3&-6	-2&2
O=C1CSC2(C(=O)Nc3ccccc32)N1c1cccc(C(F)(F)F)c1 (stereo not drawn)	-1&-3	-1
Cc1nc(-n2cccc2)sc1C(=O)N1CCN(Cc2nc3ccccc3[nH]2)CC1	-9	-1
O=C(Cc1cccs1)Nc1ccc2c(c1)OCO2	-7	0
COc1ccc(CCNC(=O)CSc2ccc(Cl)cc2)cc1OC	0	1
O=C(Nc1ccc(F)cc1)c1ccccc1N=Cc1cc(Cl)cc(Cl)c1O	-10	·
COc1ccc(C2=CC(c3ccc(C)cc3)n3nnnc3N2)cc1 (stereo not drawn)	-2	-37
Cc1c(NC(=O)c2cccs2)cccc1-c1nc2ncccc2o1	-6	-1

Six successive entries already listed, quoted:
compound	Pf apPOL inh	mHTT-CaM PPI inh
Cc1nc(-n2cccc2)sc1C(=O)N1CCN(Cc2nc3ccccc3[nH]2)CC1	-9	-1
O=C(Cc1cccs1)Nc1ccc2c(c1)OCO2	-7	0
COc1ccc(CCNC(=O)CSc2ccc(Cl)cc2)cc1OC	0	1
O=C(Nc1ccc(F)cc1)c1ccccc1N=Cc1cc(Cl)cc(Cl)c1O	-10	·
COc1ccc(C2=CC(c3ccc(C)cc3)n3nnnc3N2)cc1 (stereo not drawn)	-2	-37
Cc1c(NC(=O)c2cccs2)cccc1-c1nc2ncccc2o1	-6	-1

(more compounds)
compound	Pf apPOL inh	mHTT-CaM PPI inh
Cc1nc2ccccc2c2c1C(=O)N(c1ccc3c(c1)OCO3)C2=O	-2	45
CCC(C(=O)Nc1ccc(Cl)cc1)c1ccccc1 (stereo not drawn)	0	0
O=C1NC2(CCN(Cc3cccc(F)c3)CC2)N=C1c1cccc(F)c1	-6	23
O=C(NCC1CCN(c2ncccn2)CC1)C(=O)Nc1cc2c3c(c1)CCC(=O)N3CCC2	11	-4
N#CCCN(Cc1cccs1)C(=O)c1nccnc1C(=O)O	-13	·
O=C(NCC1CCN(C(=O)Nc2ccc(F)cc2)CC1)c1cc(-c2ccco2)on1	-3	6
Cc1nc(-c2cccnc2)nc2c1CCC(=O)N2Cc1ccccn1	-12	2
COc1ncc(C(=O)Nc2cccc(F)c2)c(C)n1	-3	-7
COc1cccc(C=Nc2nc3c(s2)CCCC3)c1O	-1	13
CCCCCC(=O)N1C[C@@H](O)[C@H](n2cc(COC(=O)c3ccccc3)nn2)C[C@@H]1c1ccc(Cl)cc1	-5	16
COc1ccccc1N1CCN(c2ncc3c(n2)CCN(Cc2cccc(F)c2)C3)CC1	0	1
Cc1ccc(Cl)cc1N=Cc1nc(-c2ccccc2F)oc1O	-4	4
O=C(Nc1ccc(-c2nc3ccccc3s2)cc1)C(F)(F)F	-1	5
O=C1NC(=O)/C(=C\c2ccc(-c3cc([N+](=O)[O-])ccc3Cl)o2)N1	-5	28
CC1CCn2c(nc3cc(C(=O)NCCc4ccccc4)ccc32)C1 (stereo not drawn)	3	-6
CC(=O)N1c2ccc(S(=O)(=O)N3CCOCC3)cc2CC1C (stereo not drawn)	7	-1
